# Bioassay records deposited in PubChem by National Center for Advancing Translational Sciences (NCATS).
# TSG101-PTAP inh – blocks PTAP/TSG101 interaction to inhibit HIV-1 budding. Q99816. Fluorescence polarization, FITC-PTAP peptide / Tsg101 binding. Potency, µM (highest dose often 115 µM), without a hit: top-dose activity change, negative = inhibition, actives largely listed as inhibitors. 340,000 tested, under 10 active. AID 493005; active = well fitted inhibition curve with a large enough effect in the main read-out, with a control signal flat, not every such curve was filed as active; inconclusive = small, poorly fitted or top-dose-only effect, or effect the other way, or a change in a side signal; inactive = no such curve, though single readings can be large or run the other way; also: potency is read from the fitted curve at half-maximal effect; % of control where 0% means no effect
#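 Fluorescence polarization binding of Tsg101 binding domain (10 uM final) to FITC-labeled PTAP peptide (50 nM final) in HEPES pH 7.5 buffer with NaCl, Tween 20, EDTA, TCEP. Compounds added before peptide; binding 20 min at RT.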
# A-T KAP1 phos – potential ataxia-telangiectasia treatment; […] A-T fibroblasts, KAP-1 phosphorylation AlphaLISA; neocarzinostatin DNA damage 30 min before lysis; Potency, µM (top dose mostly 57.5 µM), inactives show at the highest dose activation, usual class: activators; 320,000 tested, 0.19% active; also: potency is read from the fitted curve at half-maximal effect; % of control where 0% means no effect; nearly all actives have a fitted effect of over 45% in size
#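 ATM-like activity read as KAP-1 phosphorylation via AlphaLISA donor/acceptor antibody pairs after lysis and 6 hr at 25C. Cells were ATM-null patient fibroblasts ([…], hTERT), dosed 60 min, then exposed to the DSB inducer NCS for 30 min.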
# TCR act – activators of T cell receptors. AID 504894. Potency, µM (titrated, usually from 9.22 µM), for the others: at the highest dose activation of IL-2 secretion, usual class: activators. 330,000 tested, under 10 active. primary human leukocytes, anti-CD3, IL-2 HTRF, 48 h; also: % of control where 0% means no effect
#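 48 hr co-incubation of compounds, a-CD3 beads and primary human leukocytes; IL-2 quantified homogeneously by HTRF with anti-IL-2 K and d2 conjugates.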
# Integrin act MD – activates integrin-mediated alleviation for muscular dystrophy. alpha7betagal myoblasts, beta-gal FDG fluorescence, 48 h. Potency, µM (doses to about 38.3 µM), for the others: at the top dose activation, usual class: activators. 350,000 tested, 0.064% active;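 also: potency is read from the fitted curve at half-maximal effect; 100% = response of the positive control SU9516; nearly all actives have a fitted effect of over 60% in size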
#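 Alpha7betagal+/- myoblasts (passage 13) were plated 16-24 hr, then exposed to compounds (1:260 dilution of DMSO stock) for 48 hours at 37C. After MPER lysis, β-galactosidase reporter activity was read as FDG fluorescence (ex 480/em 540) after 30 minutes.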
# CXXC DNA block – blocks binding of human MLL CXXC domain to DNA; AID 2662; 290,000 tested, 0.037% active; MLL-CXXC / FITC-HOXA9 DNA fluorescence polarization; Q03164; Potency, µM (titrated, usually from 115 µM), without a hit: at the highest dose activity change, negative = inhibition, most hits filed as inhibitors; active = well fitted inhibition curve with a large enough effect in the polarisation, with a control signal flat, not every such curve was filed as active; inconclusive = small, poorly fitted or top-dose-only effect, or effect the other way, or a change in a side signal; inactive = no such curve, though single readings can be large or run the other way; the % refers to the polarisation; also: potency is read from the fitted curve at half-maximal effect
#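 Fluorescence polarization: 7 uM MLL-CXXC (stock) preincubated 5 min with compounds, then 50 nM fluorescein-HOX-A9 DNA (stock) added; 30 min ambient. Buffer 50 mM Tris-HCl pH 7.5, 50 mM NaCl, 1 mM DTT, 0.05% BSA.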
# TRPV1 agonist – human TRPV1 agonism; activation, % at 8.33 µM; 320,000 tested, 0.19% active; TRPV1-expressing cells, Fluo-8 calcium influx, agonist mode; AID 540275; in the data active = activation above about 80%; inconclusive = between about 30% and that limit; also: 0% is about no effect
#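 Fluo-8 calcium influx in TRPV1-expressing cells, kinetic read (ex 480/em 520 nm). Compound added and read 3 min for agonist activity, followed by capsaicin at EC20 final and 2 min further read for enhancement.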
# ELG1 DNA repair – inhibitors of ELG1-dependent DNA repair in HEK293T cells | HEK293T ELG1-luciferase reporter, luminescence, 16 h; DNA damage induced by 5-fluorouridine | Potency, µM (series often up to 46.1 µM), inactives show at the top dose activity change, negative = inhibition, usual class: inhibitors | 330,000 tested, 2.3% active | AID 504467; also: potency is read from the fitted curve at half-maximal effect; % is scaled to controls: 0 for no effect and ±100 for the full control effect; nearly all actives have a fitted effect of over 55% in size
#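 DMSO vehicle served as the neutral condition. Each well held 2,000 cells given 5-fluorouridine plus compound; after 16 hr at 37 °C/5% CO2, ONE-Glo was added and luciferase measured 30 min later.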
# BRCA1 expr up – BRCA1 expression activation; AID 624202; 380,000 tested, 1.1% active; Potency, µM (top dose mostly 46.1 µM), for inactives: at the highest dose activation, usual class: activators; MCF7-BRCA1-FFLuc reporter, luminescence, 48 h; response scale: scaled: vehicle 0%, 10 µM genistein 100%; also: potency is read from the fitted curve at half-maximal effect; nearly all actives have a fitted effect of over 80% in size; some results filed as inactive show a strong effect at the top dose
#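 Luminescence from a BRCA1-driven firefly luciferase in MCF7 cells was read after 48 h compound exposure at 37 C. Data normalized against DMSO and a 10microM genistein activation control, then curve-fitted across the titration.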
# p53 reactivation – mutant p53 re-activation in reporter cells; 320,000 tested, 0.063% active; AID 504706; H1299 p53-A138V BP100-luciferase reporter, luminescence, 24 h; Potency, µM (series often up to 92.2 µM), for the others: at the highest dose activity change, positive = activation, most hits filed as activators; also: potency is read from the fitted curve at half-maximal effect; % of control where 0% means no effect; nearly all actives have a fitted effect of over 45% in size
#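 H1299 (p53-null), stable ts p53-A138V + BP100-Luc; 1000 cells/well, Opti-MEM/10% FBS; cpd 4 pt, 1:5; 24 h, 37 deg C, 5% CO2; detection reagent 10 min RT; luminescence.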
# B2AR arrestin – beta2AR (human) beta-arrestin recruitment activity; P07550; beta-arrestin recruitment to beta2AR, cell-based reporter; Potency, µM (series often up to 46.1 µM), without a hit: at the top dose activation, hits mostly activators; 330,000 tested, 0.02% active; AID 492947;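 also: potency is read from the fitted curve at half-maximal effect; 0% = DMSO controls and full agonism = EC100 isoproterenol or metaproterenol; nearly all actives have a fitted effect of over 65% in size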
# Active calls of the source: *; ? = inconclusive; . = not tested or not shown; [ ] = dose if it differs, or a comment. Unless noted, calls follow the shape of the dose curve; as a rule, active = well fitted curve in the direction sought with a large enough effect; inconclusive = small, poorly fitted or top-dose-only effect, or another doubt; inactive = no such curve, though single readings can be large; an effect the other way counts as inactive or inconclusive.
# Second line of a record: A-T KAP1 phos	TCR act	Integrin act MD	TSG101-PTAP inh	B2AR arrestin	CXXC DNA block	TRPV1 agonist	p53 reactivation	ELG1 DNA repair	BRCA1 expr up
- CCOC(=O)c1cc2ccc(OC(=O)c3ccco3)cc2oc1=O
 : 8%	1%	18%	-3%	0.5%	107%[activator]	-1	-4%	19%	1%
- CCOC(=O)N1CCN(S(=O)(=O)c2ccc(F)c(C(=O)Nc3cccc(Cl)c3C)c2)CC1
 : -6%	-13%	-42%	-2%	-0.5%	18%	11	-9%	-12%	-52%
- O=C(O)c1ccc(-n2c(O)c(C=C3N=c4ccccc4=N3)sc2=S)cc1
 : -6%	8%	-31%[inhibitor]	-14%	0.1%	-24%	-1	0%	?	-40%
- CC1(C)N=C(c2ccccn2)C(C)(C)N1O
 : -4%	-2%	?	-5%	-0.1%	-2%	2	-4%	9%	8%
- Cc1ccc(NC(=O)COC(=O)C2COc3ccccc3O2)cc1 (configuration not stated)
 : -8%	0%	-4%	2%	0.0%	.	25	4%	13%	13%
- CCOC(=O)c1c(C)[nH]c(C)c1C(=O)COC(=O)c1ccc(Cl)c(S(=O)(=O)NCc2ccccc2)c1
 : 2%	1%	0%	-9%	-0.7%	-1%	-3	-2%	-22%	-57%
- Cc1c(NC(=O)C(C)OC(=O)[C@@H](NC(=O)c2ccccc2)C(C)C)c(=O)n(-c2ccccc2)n1C (some centres not stated)
 : 1%	.	-25%	-3%	0.1%	-4%	0	-2%	4%	-5%
- CS(=O)(=O)c1nc(S(=O)(=O)c2ccc(Cl)cc2)c(N2CCC3(CC2)OCCO3)s1
 : 0%	5%	-36%	-6%	-1.3%	-14%	1	10%	4%	-44%
- C#Cc1ccc([C@@H]2C=C(C(=O)NCc3ccccc3)O[C@H](OCC)[C@H]2CCCO)cc1
 : 3%	0%	28%	0%	-0.5%	1%	3	0%	?	-34%
- COc1ccc(C2CC(C(F)(F)F)n3nc(C(=O)O)cc3N2)cc1OC (configuration not stated)
 : -4%	-1%	25%	-14%	-1.0%	-1%	-1	5%	4%	6%
- NC(=O)c1ccc(NS(=O)(=O)c2ccc(Br)s2)cc1
 : 11%	1%	?	-1%	0.1%	.	-1	-2%	5%	-5%
- CCCn1c(N)c(C(=O)CSc2nc3ccccc3c(=O)n2Cc2ccccc2)c(=O)[nH]c1=O
 : -7%	-3%	2%	-1%	-0.2%	5%	11	-1%	2%	-7%
- COCCCN(C(C)=O)c1nc(-c2ccc(OC)cc2)cs1
 : 16%	-12%	-15%	1%	0.0%	4%	23	?	-20%	-35%
- O=C(Nc1cc([N+](=O)[O-])ccc1Cl)c1ccc2c(c1)OCO2
 : 2%	1%	4%	0%	0.0%	-1%	-1	3%	7%	-20%
- O=C(NCc1cccnc1)C(=O)Nc1cc2c3c(c1)CC(=O)N3CCC2
 : 0%	-3%	-12%	3%	0.2%	.	-1	4%	-9%	-24%
- CC(/C=C/C=C/c1ccccc1)=N/NC(=O)c1ccc2c(c1)OCCO2
 : 0%	1%	-1%	-1%	3.8%	-4%	.	8%	29%	0%
- O=C(CN(Cc1ccccc1)C(=O)c1ccco1)NCc1ccc(F)cc1
 : 4%	0%	6%	0%	-0.7%	3%	4	-3%	0%	0%
- O=S(=O)(c1ccc(-c2nnco2)cc1)N1CCCCC1
 : -4%	3%	12%	4%	-0.2%	8%	3	0%	-3%	1%
- COC(=O)c1ccc(NC(=O)CSc2nnnn2C2CCCCC2)cc1
 : -4%	-10%[46.1 µM]	-9%	-3%	-0.6%	-5%	2	-7%	-1%	-14%
- CCOc1cc(/C=C/C(=O)OCC(=O)NCc2ccco2)cc(Cl)c1OC
 : 5%	-4%	5%	1%	-0.4%	.	11	-5%	-5%	-13%
- COc1ccc(C(=O)N2CCSCC2)cc1OC1CCN(C(C)=O)CC1
 : 7%	-5%	5%	-4%	0.1%	-2%	-1	21%	21%	-13%
- O=C(CCCN1C(=O)c2cccc3cccc(c23)C1=O)N1CCN(Cc2ccc3c(c2)OCO3)CC1
 : 0%	10%	7%	-2%	5.8%	-15%	4	-4%	2.3µM*	-1%
- COc1ccc2cc(/C(C)=N/NC(=O)c3cc(-c4cccnc4)nc4ccccc34)ccc2c1
 : 12%	13%[46.1 µM]	3%	-2%	-1.1%	0%	-3	-9%	?	15%
- O=[N+]([O-])c1ccc(SCc2ccncc2)nc1
 : -4%	6%	21%	0%	0.4%	9%	1	-7%	-2%	-6%
- c1ccc2sc(SCc3ccc(-c4nnco4)cc3)nc2c1
 : -8%	-4%	-37%	-8%	0.0%	0%	0	?	?	?
- CCCOc1ccc2oc(=O)c3c(c2c1)CCCN3C(=O)CN1CCCC(C(=O)OCC)C1 (configuration not stated)
 : -7%	6%	-5%	-6%	-1.2%	0%	8	1%	9%	-38%
- CN1N=C(N)c2cn(C3OC(COP(=O)(O)O)C(O)C3O)c3ncnc1c23 (configuration not stated)
 : .	-2%	-2%	-1%	.	.	.	.	.	-85%
- CCOC(=O)c1c(NC(=O)CN2CCCc3ccccc32)sc(C(C)=O)c1C
 : 2%	-3%[46.1 µM]	10%	0%	-0.5%	4%	0	-5%	-1%	-30%
- CC(C)CN(C(=O)c1ccc(-n2cncn2)c([N+](=O)[O-])c1)C1CCS(=O)(=O)C1 (configuration not stated)
 : -3%	-3%	-3%	-3%	-0.6%	.	1	2%	25%	-5%
- Nc1nc(SCC(=O)Nc2ccccc2)[nH]c(=O)c1NC(=O)c1cccs1
 : 7%	-1%	4%	-1%	-0.3%	7%	-2	1%	1%	3%
- O=C(Cc1ccccc1)Nc1c(C(=O)N2CCOCC2)cnn1-c1ccccc1
 : 0%	-8%	16%	-4%	-0.6%	0%	0	3%	-5%	-3%
- O=C(Cc1ccccc1)NN1C(=O)C2C(C1=O)C1C=CC2C12CC2 (configuration not stated)
 : 0%	-4%[46.1 µM]	-7%	-1%	-0.1%	0%	0	-5%	-1%	4%
- COc1ccc(C(=O)NC(C(=O)NCc2ccccn2)C(C)C)cc1 (configuration not stated)
 : 1%	-2%	?	-5%	-0.9%	11%	0	2%	-1%	2%
- Cc1ccc(NC(=S)NNC(=O)c2ccccc2O)c(C)c1
 : 2%	.	-4%	-1%	?	-12%	14	16%	?	-14%
- O=C(NNC(=O)C1CC1)c1cc(Cl)nc2ccccc12
 : 2%	5%	?	1%	0.0%	7%	-2	2%	9%	-26%
- COc1ccc(Cl)cc1NC(=O)C[n+]1cccc(C)c1
 : ?	1%	-3%	-2%	-0.9%	-6%	-3	10%	?	-10%
- CCCC(=O)N(Cc1cc(=O)[nH]c2ccccc12)c1ccc(C)cc1C
 : 6%	6%	40%	2%	3.6%	-14%	-1	-5%	-5%	7%
- CCCN1C2CCCC1CC(NC(=O)c1cc(OC)cc(OC)c1)C2 (configuration not stated)
 : 1%	-5%	-28%	-1%	-0.4%	-6%	2	10%	2%	-4%
- O=C(NCc1ccc(F)cc1)c1ccc(CS(=O)Cc2ccccc2Cl)o1 (configuration not stated)
 : 0%	-1%	-1%	0%	0.3%	5%	3	-4%	-13%	0%
- CCOC(=O)C1=C(N)OC2=C(C(=O)CC(C)(C)C2)C1c1ccco1 (configuration not stated)
 : -2%	1%	4%	-1%	-0.4%	8%	1	13%	21%	3%
- CCN(CC)S(=O)(=O)c1cc(C(=O)OCC(=O)NC(=O)c2cccn2C)ccc1C
 : -2%	-2%[46.1 µM]	0%	-1%	-2.0%	1%	11	-6%	?	-1%
- Cc1ccccc1Cn1ccc(NC(=O)c2cnn3cccnc23)n1
 : 2%	2%	1%	-3%	0.0%	1%	0	5%	0%	32%
- CCN(CC)S(=O)(=O)c1ccc(/C=C/C(=O)Nc2ccc(N3CCOCC3)cc2)cc1
 : -3%	4%	-28%	-7%	-0.4%	4%	90*	-4%	5.2µM*	-32%
- CCn1cc(C(=O)NCC(=O)NC(C)(C)CO)c(=O)c2cc3c(cc21)OCO3
 : -7%	-3%	7%	-5%	-0.7%	-22%	7	0%	-5%	2%
- C#CCOCCOCCOCCNc1nc(N2CCOCC2)nc(N2CCN(C(=O)[C@H](Cc3cc4ccccc4[nH]3)n3cc([C@@H](N)Cc4ccc(O)cc4)nn3)CC2)n1
 : 19%	-57%	27%	-4%	-0.6%	19%	-2	0%	?	-3%
- CCC(CC)C(=O)Nc1cccc(-c2nc3ccccc3o2)c1
 : -2%	-6%	1%	-6%	-0.1%	0%	2	3%	-18%	10%
- N/C(=N\OC(=O)c1ccc(Br)o1)c1ccccn1
 : -4%	-5%	5%	-5%	-0.3%	9%	5	-1%	?	22%
